Bioassay records deposited in PubChem by several laboratories.
CSN deneddyl inh: inhibitors of CSN-mediated cullin deneddylation, primary screen, biochemical, fluorescence polarization, uHTS | Purified CSN, SCF-Nedd8-OG deneddylation | inhibition, % at 12.5 µM | 360,000 tested, 0.38% active | AID 651999, 2013;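 active = pattern-corrected inhibition above about 35%, with an unprinted fluorescence ratio check between 0.5 and 1.5, limit read from the data, passing the limit was not always enough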;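 also: 0% = enzyme with substrate and 100% = substrate without enzyme; some results filed as inactive read as strong as hits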
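Detection – fluorescence polarization · System – HEK293T-derived human Csn5 enzyme · Controls – substrate-only high control, full reaction low control · Timing – 90 min, room temperature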
Neddyl block: inhibitors of cullin neddylation, primary screen, biochemical, TR-FRET, uHTS, NAE and Ubc12; AID 651699, 2012; NEDD8-conjugating enzyme Ubc12 (Homo sapiens) + NEDD8-activating enzyme E1 regulatory …; 360,000 tested, 0.58% active; calls only at 25 µM; in the data active = inhibition above about 36%
MT1-MMP act inh: blockers of MT1-MMP proenzyme processing, primary screen, HT1080 RFP-PRO-GFP cells, GFP/RFP fluorescence | GFP/RFP ratio change, % at 20 µM | GFP/RFP ratio fluorescence, overnight; percent of plate control window, DMSO zero | AID 651647, 2012 | Matrix metalloproteinase-14 (Homo sapiens), P50281 | 360,000 tested, 0.061% active;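 active = GFP/RFP ratio change of at least 30% with cell ATP level not reduced by more than half and red fluorescence within 50% of control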; also: strong numbers were not always called active
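Assay system: HT1080 RFP-PRO-GFP cells. Benchmarks: DMSO vehicle wells and RFP-L50D-GFP reporter cell wells. Times: overnight cell settling, then overnight compound exposure, 37 °C, 5% CO2. Compound: 20 µM single dose, 1% DMSO. Read-out basis: GFP/RFP fluorescence ratio.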
FAS-TE inh: FAS thioesterase domain inhibitors, primary screen, biochemical, fluorescence intensity, uHTS; 360,000 tested, 0.67% active; recombinant FAS-TE, OMFH fluorogenic substrate, fluorescence endpoint; Fatty acid synthase (Homo sapiens), P49327; inhibition, % at 15 µM; AID 602261, 2012;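 active = compounds whose normalised, plate-corrected inhibition of enzyme fluorescence in the single-dose primary screen is 50% or more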;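 also: 0% = DMSO with enzyme and 100% = substrate without enzyme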
SKN-1 block: suppressors of acrylamide-induced Pgst-4::GFP reporter in worms, primary screen, SKN-1 inhibitor project, whole organism, uHTS, GFP/RFP fluorescence ratio, strain VP596; C. elegans VP596 Pgst-4::GFP/RFP ratio, 24 h; inhibition, % at 21.8 µM; 360,000 tested, 0.49% active; AID 624304, 2012;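 active = interference check ratio from 0.5 to 1.5 plus GFP to RFP signal ratio inhibition reaching or exceeding a fixed threshold, cut at about 30% in these data, passing the limit was not always enough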; also: some compounds called inactive have numbers as strong as hits
NadD block: inhibitors of S. aureus NadD, primary screen, biochemical, colorimetric, uHTS; Nicotinate-nucleotide adenylyltransferase NadD (Staphylococcus aureus N315); purified NadD enzyme, colorimetric absorbance read-out; inhibition, % at 20 µM; 360,000 tested, 0.78% active; AID 602399, 2012; in the data active = inhibition above about 26%; also: some compounds past the cut are filed as inactive
Rpn11 block: Rpn11 (PSMD14) deubiquitinase inhibitors, primary screen, biochemical, fluorescence polarization, uHTS | human 26S proteasome, Ub4-pepOG fluorescence polarization; 20S core pre-blocked with epoxomicin | calls only at 20 µM | 360,000 tested, 0.59% active | AID 588493, 2011;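 active = inhibition at 20 µM, scaled to each plate's controls, above about 33%, limit read from the data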
PABP1 MLLE inh: inhibitors of PABP1 MLLE–PAM2 peptide binding, primary screen, biochemical, fluorescence polarization, FITC-PAM2, GST-MLLE; inhibition, % at 20 µM; Polyadenylate-binding protein 1 (Homo sapiens), P11940; AID 588489, 2011; 360,000 tested, 0.36% active; in the data active = inhibition above about 35%, passing the limit was not always enough;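 also: plate controls were DMSO wells with GST-MLLE for no effect and wells lacking GST-MLLE protein for full effect; some results filed as inactive read as strong as hits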
Rin1 Abl inh: inhibitors of Rin1-Abl protein binding, primary screen, biochemical, TR-FRET | AID 588664, 2011 | 360,000 tested, 0.4% active | inhibition, % at 7.35 µM; in the data active = inhibition above about 5%, passing the limit was not always enough
* = called active by the depositor; i = inactive; . = no result given.

SMILES | CSN deneddyl inh | Neddyl block | MT1-MMP act inh | FAS-TE inh | SKN-1 block | NadD block | Rpn11 block | PABP1 MLLE inh | Rin1 Abl inh
CCOC(=O)C1CCCN(c2ncnc3c2oc2ccccc23)C1 (centres undefined) | -8 | i | 2 | -2 | -6 | -9 | i | -3 | 5
O=C(CN(C(=O)CCC(=O)Nc1nccs1)c1cccc(F)c1)NCc1ccc2c(c1)OCO2 | 0 | i | -1 | -1 | 2 | 4 | i | -11 | 1
CCOC(=O)c1ccc(NC(=O)CSc2nnnn2CCCO)cc1 | -4 | i | 2 | -7 | -4 | 3 | i | -103 | 3
O=C(Nc1ccccc1)N1CCN(Cc2ccc3c(c2)OCO3)CC1 | -5 | i | 1 | -2 | -9 | 1 | i | 1 | 2
Cc1ccc(C(=O)NCC(=O)OCc2nnc(-c3ccc([N+](=O)[O-])cc3)o2)cc1 | 0 | i | 0 | 68* | 6 | 2 | i | -13 | -1
CC(OC(=O)/C=C/c1ccc2ccccc2n1)C(=O)N(C)c1ccccc1 (centres undefined) | -4 | i | 0 | 0 | 2 | 4 | i | -24 | 4
COc1ccc(C)cc1NC(=O)NCc1ccccn1 | 0 | i | 0 | -14 | 3 | -1 | i | -7 | -4
CCN(Cc1ccccc1)C(=O)C1CCN(Cc2ccc(OC)c(OC)c2OC)CC1 | 5 | i | 0 | -8 | 5 | -1 | i | 7 | -2
CCC(C)(C)n1nnnc1C(c1cc2cccc(C)c2[nH]c1=O)N1CCCC1 (centres undefined) | 3 | i | 2 | -2 | -1 | 13 | i | 6 | 2
C#Cc1cccc(C(=O)N2CCCC(C(=O)c3ccc(OC)cc3C)C2)c1 (centres undefined) | -2 | i | 2 | 6 | -20 | -6 | i | -12 | -1
CC(=O)c1cccc(NC(=O)COC(=O)CCC(=O)c2cccs2)c1 | 1 | i | 6 | -1 | -2 | -2 | i | 8 | 2
Cc1onc(-c2ccccc2Cl)c1C(=O)NCc1nc(-c2ccc(C(F)(F)F)cc2)no1 | -3 | i | 4 | 34 | -1 | -9 | i | -77 | -1
O=S(=O)(Cc1cc(NCc2ccccc2)nc(-c2ccccn2)n1)c1ccccc1 | 0 | i | 5 | -3 | 0 | 2 | i | 2 | -1
COc1ccc(CCNC(=O)c2csc3c2CCCC3)cc1OC | 2 | i | 3 | 1 | 6 | -2 | i | 0 | 2
COc1cc(OC)c2c(-c3cccc(-c4ccc(N(C)C)cc4)c3)cc(=O)oc2c1 | -3 | i | 11 | 21 | 5 | 9 | i | -12 | -1
CN(C)CC(=O)N[C@@H]1CC[C@@H](CCNS(=O)(=O)c2ccccc2)O[C@@H]1CO | -5 | i | -1 | . | 2 | . | . | . | .
CCCCOCC(O)Cn1c(C)nc2ccccc21 (centres undefined) | 1 | i | -2 | -4 | 3 | -5 | i | -1 | 5
CSc1nnc2c(=O)[nH]c(=O)n(C)c2n1 | 6 | i | -5 | -7 | -5 | -2 | i | -3 | 0
COc1cc(OC)cc(C(=O)O/N=C(\N)c2ccccn2)c1 | -7 | i | 7 | -1 | 4 | 0 | i | 8 | 2
CCCC(=O)NC(c1ccc(Cl)cc1)c1ccc2cccnc2c1O (centres undefined) | 2 | i | 1 | -1 | 12 | -1 | i | 4 | 5
CC1C(=O)Nc2ccccc2N1C(=O)c1ccc(F)cc1 (centres undefined) | 1 | i | 3 | -4 | -5 | 0 | i | 1 | 2
CC(=O)C[C@@H](O)CC(=O)[C@@H]1OC(=O)CCCCCCCCc2ccccc21 | 4 | i | -5 | -4 | -11 | -2 | i | 3 | 1
O=S(=O)(N1CCCCC1)N1CCNCC1 | 9 | i | 2 | -3 | -1 | -2 | i | 7 | 7
Cn1cc(C(=O)c2ccc(Cl)cc2Cl)cc1C(=O)N/N=C(\N)COc1cccc(C(F)(F)F)c1 | -1 | i | -3 | 10 | 8 | 19 | i | 7 | -3
CCCc1cc(=O)[nH]c(SCCc2ccccc2)n1 | -4 | i | 0 | -3 | 0 | -5 | i | 7 | 0
COc1ccccc1NS(=O)(=O)c1cc(NC(=O)Nc2ccccc2)ccc1N1CCCCC1 | 0 | i | 6 | 21 | 10 | 35* | i | 36 | -5
O=C(NCCCN1CCCC1=O)c1cc(=O)c2ccccc2o1 | -1 | i | -4 | -5 | 14 | 8 | i | 14 | 2
CCOc1ccc(-c2noc(CCCC(=O)NC3CCCC3)n2)cc1OC | 0 | i | 2 | -4 | 6 | -4 | i | 1 | 1
Cc1cccc(-c2cc3nc(C)cc(C)n3n2)c1 | -3 | . | -5 | -1 | 12 | 1 | i | -15 | 4
Fc1ccccc1Cc1noc(CN2CCN(Cc3ccc4c(c3)OCO4)CC2)n1 | -14 | i | -4 | 2 | -1 | -1 | i | -10 | -4
CCOc1ccc(NC(=O)CSc2nccn(-c3ccc4c(c3)OCCO4)c2=O)cc1 | 3 | i | 1 | 0 | 6 | 0 | i | 35 | 0
COc1ccccc1NC(=O)CSc1n[nH]c(-c2ccco2)n1 | 4 | i | 7 | -2 | -4 | 8 | i | 14 | -1
Cc1nc2c(-c3ccccc3)c(C)nn2c(C)c1CCC(=O)O | 3 | i | 1 | -4 | 1 | 1 | i | 17 | -1
COc1cc(-c2nnc(Sc3ccc(C(F)(F)F)cc3[N+](=O)[O-])o2)cc(OC)c1OC | 0 | i | 5 | 22 | 10 | -2 | i | -93 | 4
O=C(COc1ccc(Br)cc1)N(Cc1nnc(-c2ccccc2Cl)o1)C1CC1 | 5 | i | -2 | 16 | 33 | -1 | i | -20 | 0
O=C(NC1CCCC1)C(c1ccccc1)N(Cc1ccccc1)C(=O)c1csnn1 (centres undefined) | -1 | i | -2 | -2 | -6 | -2 | i | 11 | 3
CCCOc1ccc(N2CC(C(=O)Nc3ccccn3)CC2=O)cc1 (centres undefined) | 4 | i | 0 | -17 | -16 | -8 | i | 23 | 3
CN(Cc1ccccc1)C(=O)COC(=O)c1cc(S(=O)(=O)N(C)C)ccc1N1CCCC1 | 8 | i | 1 | 40 | -1 | 3 | i | -30 | 2
COc1cc(NS(=O)(=O)c2ccc(NC(=S)NC(=O)CC(C)C)cc2)nc(OC)n1 | -1 | i | 9 | -6 | -10 | 7 | i | 18 | 2
Cc1oc(-c2ccc(Cl)cc2)nc1CN1CCC(C(=O)NCCCN2CCOCC2)CC1 | 0 | i | 5 | -3 | 7 | -2 | i | 0 | -3
CCOC(=O)c1sc(-c2ccc(C(F)(F)F)cc2)nc1O | 2 | i | -7 | -1 | 5 | -3 | i | 67 | -1
CCOC(=O)c1cn(-c2c(Cl)cccc2Cl)c2cc(Cl)c([N+](=O)[O-])cc2c1=O | 2 | i | -14 | 24 | -5 | 14 | i | 13 | -3
CCOC(=O)c1[nH]c2ccccc2c1NC(=O)NC(C)C | 0 | i | -1 | -4 | 13 | -4 | i | -3 | 4
Cc1ccc(NS(=O)(=O)c2cc(C(=O)N(C)C3CCN(C)CC3)ccc2Cl)cc1Cl | -6 | i | 0 | -5 | -5 | -9 | i | 6 | 2
COc1cccc(C2CC(c3cccs3)=NN2C(=O)CSc2nc3ccccc3o2)c1OC (centres undefined) | -18 | . | 0 | 23 | 8 | -1 | i | 9 | 1
CCN(CC)S(=O)(=O)c1ccc(N2CCCC2)c(C(=O)OCC(=O)N2CCCC2)c1 | -4 | i | 1 | -2 | 6 | 1 | i | -2 | -5
Cc1ccccc1C(=O)Nc1nnc(-c2ccco2)o1 | -1 | i | 7 | -3 | 8 | 1 | i | 6 | -1
O=C1NC(=O)/C(=C/c2ccc(-c3cccc([N+](=O)[O-])c3)o2)S1 | 31 | i | 8 | -2 | -4 | 45* | i | -36 | -2
Cc1ccc(-c2nc3ncccc3o2)cc1NC(=O)COc1ccccc1 | 4 | i | 4 | -2 | 0 | -6 | i | -12 | -4
CCc1cc(C(=O)OC)c(NC(=O)CC2NCCNC2=O)s1 (centres undefined) | 4 | i | -5 | -8 | 16 | 7 | i | -1 | -3
Cc1ccccc1-n1c(SCC(=O)Nc2c(C)cccc2C)nc(O)cc1=O | 6 | i | 2 | -1 | 4 | 4 | i | 2 | 5
CCS(=O)(=O)c1c(S(=O)(=O)CC)c2ccccn2c1C(N)=O | 2 | i | 1 | -6 | -5 | 1 | i | -6 | 3
CCOCCn1c(=NC(=O)CSCC(=O)Nc2cc(C)on2)sc2cc(OC)ccc21 | -3 | i | 0 | -2 | -12 | -8 | i | 2 | -1
COc1ccc([C@H](OC)[C@@]2(Cc3ccc(O)cc3)N=C(N)N(C)C2=O)cc1 | 1 | i | 3 | -18 | 13 | -3 | i | -12 | 2
COC(=O)c1sccc1NC(=O)/C=C/c1c(Cl)cccc1Cl | -2 | . | -4 | 18 | 8 | -6 | i | -6 | -3
CCc1c(C)c2ccc(OCC(=O)NCC3CCC(C(=O)O)CC3)c(C)c2oc1=O (centres undefined) | 5 | . | 3 | -2 | 0 | -2 | i | -4 | 1
O=S1(=O)CCN2C(=N1)SC1=C2CCN(Cc2ccccc2)C1 | -4 | i | 1 | -4 | -6 | -3 | i | 10 | 3
O=C(COC(=O)C12CC3CC(CC(Br)(C3)C1)C2)NNC(=O)c1ccccc1 | 2 | i | -4 | 0 | 4 | -1 | i | -7 | 2
COC(=O)[C@@H](NC(=O)c1ccc2c(c1)S(=O)(=O)c1ccccc1C2=O)C(C)C | 2 | i | -5 | 3 | 10 | -4 | i | 5 | -2
Brc1ccc(-c2nnc(-c3cccnc3)o2)cc1 | 4 | i | 1 | 2 | 48* | -5 | i | -15 | -5
COc1ccc2c(c1)C(=O)[C@@H](O)[C@H](c1ccc(OC)c(Br)c1)O2 | -5 | i | -7 | 9 | -2 | -11 | i | 0 | 4
O=C1c2ccccc2C(=O)N1c1ccccc1 | 7 | i | 6 | -5 | 14 | 1 | i | -8 | -3
Cn1c(=O)c2c(nc3n2CCCN3CCc2ccccc2)n(C)c1=O | 6 | i | -4 | -3 | 9 | 7 | i | -12 | 0

Part of the list above in order of molar mass, smallest number first:
SMILES | CSN deneddyl inh | Neddyl block | MT1-MMP act inh | FAS-TE inh | SKN-1 block | NadD block | Rpn11 block | PABP1 MLLE inh | Rin1 Abl inh
CC1C(=O)Nc2ccccc2N1C(=O)c1ccc(F)cc1 (centres undefined) | 1 | i | 3 | -4 | -5 | 0 | i | 1 | 2
O=C(NCCCN1CCCC1=O)c1cc(=O)c2ccccc2o1 | -1 | i | -4 | -5 | 14 | 8 | i | 14 | 2
O=C(NC1CCCC1)C(c1ccccc1)N(Cc1ccccc1)C(=O)c1csnn1 (centres undefined) | -1 | i | -2 | -2 | -6 | -2 | i | 11 | 3
Cc1onc(-c2ccccc2Cl)c1C(=O)NCc1nc(-c2ccc(C(F)(F)F)cc2)no1 | -3 | i | 4 | 34 | -1 | -9 | i | -77 | -1
